Screening results (PubChem)
TRPN1 ag: activates the zebrafish TRPN1 channel; AID 1424; activation, % at 3 µM; HEK293 zebrafish TRPN1-YFP, Fluo-8 calcium fluorescence; 100% = response to 87 µM carbachol; 0.18% of 220,000 active;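 active = activation above its plate's cutoff, the mean activation of test wells on that plate plus 3 SD, cut at about 19% in these data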;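 also: 0% = DMSO alone and 100% = 87 µM carbachol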
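Material: zebrafish TRPN1-YFP in HEK293 cells; Doses: single test compound dose, 3 µM nominal, 0.3% DMSO; Timing: dye loading 1 h at 37 °C, then 30 min room temperature; Technique: intracellular calcium fluorescence with Fluo-8; Benchmarks: high carbachol 87 µM, low DMSO alone.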
CHOP inhibitor: inhibitors of CHOP induction in ER stress response. CHO-K1 CHOP-promoter luciferase, tunicamycin-induced, 15-18 h. AID 2732. 3.8% of 220,000 active. inhibition, % at 10 µM;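 active = compounds that reduced the stress-induced luciferase reporter signal by more than about 70% of percent inhibition, limit read from the data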;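 also: 0% = tunicamycin plus vehicle and 100% = wells without tunicamycin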
14-3-3 Bad PPI: disrupts binding of bovine 14-3-3 zeta to phospho-Bad peptide; P63103; TR-FRET 14-3-3zeta/Dy647-pBad peptide displacement, 1 h; inhibition, % at 21.7 µM; 0.71% of 220,000 active; AID 781;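 active = inhibition above about 70%, limit read from the data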;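 also: 0% = full 14-3-3 plus peptide FRET controls and 100% = background without 14-3-3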
Target sequence (P63103 whole entry, looked up): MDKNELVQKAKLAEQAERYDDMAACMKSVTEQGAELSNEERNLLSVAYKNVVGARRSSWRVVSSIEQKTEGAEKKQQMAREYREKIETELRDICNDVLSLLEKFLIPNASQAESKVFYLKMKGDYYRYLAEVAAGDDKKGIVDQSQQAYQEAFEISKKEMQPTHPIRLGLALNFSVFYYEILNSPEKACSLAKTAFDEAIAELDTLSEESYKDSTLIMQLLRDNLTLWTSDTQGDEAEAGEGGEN
EP2 mod: modulates human prostaglandin E2 receptor EP2 signaling. P43116. AID 940. EP2-expressing cells, cAMP HTRF FRET, PGE2 co-stimulation. induction, % at 25 µM. 0.83% of 260,000 active;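 active = compounds whose cAMP rise, as percent of the full-agonist control response, exceeds 60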;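 also: rat C6 glioma line stably carrying human EP2 under a CMV promoter; the protocol text gives 20 µM as final concentration; 100% = response of wells given 1 µM PGE2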
Target sequence (P43116 whole entry, looked up): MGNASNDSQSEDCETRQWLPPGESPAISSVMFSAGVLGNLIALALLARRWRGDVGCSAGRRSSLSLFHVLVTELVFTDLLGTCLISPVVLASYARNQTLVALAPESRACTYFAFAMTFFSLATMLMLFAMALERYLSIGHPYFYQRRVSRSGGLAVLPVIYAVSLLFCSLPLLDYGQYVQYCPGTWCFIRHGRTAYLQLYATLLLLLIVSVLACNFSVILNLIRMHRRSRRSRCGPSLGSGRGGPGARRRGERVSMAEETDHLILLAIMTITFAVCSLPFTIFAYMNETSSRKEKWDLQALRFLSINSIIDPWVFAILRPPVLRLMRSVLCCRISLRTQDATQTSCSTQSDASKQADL
NPY Y1 blocker: blocks the human neuropeptide Y Y1 receptor. P25929. HEK293-CNG Y1 cells, membrane potential fluorescence; NPY at EC95, then isoproterenol. inhibition, % at 3.6 µM. 1% of 200,000 active. AID 1040;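 active = inhibition above the campaign mean inhibition of all tested compounds plus 3 SD, cut at about 20% in these data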;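 also: 0% = DMSO wells given NPY plus isoproterenol and 100% = isoproterenol alone without NPY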
Target sequence (P25929 whole entry, looked up): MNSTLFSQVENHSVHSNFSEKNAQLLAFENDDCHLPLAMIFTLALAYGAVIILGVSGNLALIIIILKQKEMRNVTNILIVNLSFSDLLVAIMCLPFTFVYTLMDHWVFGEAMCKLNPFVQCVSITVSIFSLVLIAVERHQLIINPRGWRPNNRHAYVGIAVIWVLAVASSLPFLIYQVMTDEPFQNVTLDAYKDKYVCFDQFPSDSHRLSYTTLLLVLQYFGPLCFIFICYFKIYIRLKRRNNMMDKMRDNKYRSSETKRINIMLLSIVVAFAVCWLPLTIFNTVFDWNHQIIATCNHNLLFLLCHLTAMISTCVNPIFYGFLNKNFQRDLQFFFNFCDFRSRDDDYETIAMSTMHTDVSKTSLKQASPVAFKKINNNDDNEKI
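Material: HEK293 cells with Y1 receptor plus CNG channel; times: compound incubation 1 h at room temperature, readout 45 min post-stimulation; signal: fluorescence, membrane potential probe; read-out basis: fluorescence ratio normalized to % inhibition between controls; benchmarks: full-block control isoproterenol-only wells, zero-block control NPY plus isoproterenol wells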
EP2 antag: EP2 receptor (human) inhibition; P43116; C6 glioma cells expressing human EP2, cAMP TR-FRET; cells stimulated with saturating PGE2; inhibition, % at 25 µM; 0.52% of 260,000 active; AID 1422;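 active = percent inhibition above 40 after rounding to a whole number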;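 also: rat C6 glioma host cells with rolipram phosphodiesterase inhibitor present; the protocol text gives 20 µM as final concentration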
TRPML3 ag: activates the human TRPML3 channel | Q8TDD5 | HEK293 TRPML3-YFP, Fluo-8 calcium fluorescence; 100% = the carbachol control signal | activation, % at 3 µM | 0.29% of 220,000 active | AID 1448;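 active = activation above its plate's cutoff, the mean activation of the plate's test wells plus 3 SD, cut at about 12% in these data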;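 also: 0% = DMSO only wells and 100% = carbachol wells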
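system = HEK293 cells stably carrying human TRPML3-YFP | doses = one concentration, 3 µM nominal, 0.3% DMSO | timing = dye loading 1 h 37 °C then 30 min ambient, 125 s read | detection = Fluo-8 calcium dye fluorescence, ex 470-495, em 515-575 nm | benchmarks = high control carbachol 87 µM, low control DMSO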
NPY-Y1 PAM-ag: human NPY-Y1 potentiation or agonism, primary screen; activation, % at 3.6 µM; 0.37% of 220,000 active; AID 1304; NPY-Y1 expressing cells, potentiator/agonist activation; P25929; in the data active = activation above about 33%, passing the limit was not always enough;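 also: cells stimulated with NPY at EC10 then isoproterenol at EC100; 0% = low agonist plus stimulus and 100% = saturating agonist plus stimulus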
PPC-1+TRAIL kill: compounds killing PPC-1 cancer cells with TRAIL present (potentiator screen, no TRAIL-free arm); PPC-1 cells + TRAIL, ATPLite viability luminescence; cell killing (% activity), % at 4 µM; 0.41% of 220,000 active;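 active = cell killing above 50% in the first pass at 4 µM, then a duplicate retest at 5 µM averaging 50% or more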;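 also: plate controls were cells with TRAIL plus DMSO for no effect and medium-only wells lacking cells for full effect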
* marks the source's active call; other numbers are inactive results; nt = no result given; + = active, no number; [ ] = dose if it differs, or a comment. A portion of the library; rates above refer to the full screens.

SMILES	TRPN1 ag	CHOP inhibitor	14-3-3 Bad PPI	EP2 mod	NPY Y1 blocker	EP2 antag	TRPML3 ag	NPY-Y1 PAM-ag	PPC-1+TRAIL kill
COC(=O)c1ccccc1NC(=S)N1CCN(c2ccc(OC)cc2)CC1	-0.8	-8	21	-26	8	10	1.1	-12	0
CSCc1ccc(C(=O)Nc2cccc(C)c2C)cc1	0.6	-20	-5[fluorescence artefact?]	-42	1	18	0.1	-1	20
Cc1ccc(C(c2sc3nc(C)nn3c2O)N2CC(C)OC(C)C2)cc1 (centres undefined)	-0.8	20	5[fluorescence artefact?]	-19	-2	9	-0.9	1	16
Cc1ccc(C(=O)CC(c2cccs2)S(=O)(=O)c2ccc(C)cc2)cc1 (centres undefined)	-0.1	-18	2[fluorescence artefact?]	20	-2	12	0.5	-7	5
O=C(NCCOC(=O)c1ccc([N+](=O)[O-])cc1)c1cccnc1	0.4	-17	3	3	5	5	1.2	21	6
CC(C)(C)OC(=O)N1CCC[C@H]1C(=O)N/N=C/c1ccc2ncccc2c1	1.1	5	0	-48	nt	7	0.3	-12	3
O=C(c1ccc(Cl)c(S(=O)(=O)N2CCCC2)c1)N1CCN(c2ccccc2F)CC1	4.3	12	-2	1	-5	3	2.0	4	16
Cc1cc(=O)n2[nH]c(-c3cccnc3)nc2n1	2.3	-15	nt	6	5	nt	1.6	11	10
Cc1ccsc1C(=O)OCC(=O)NC1CCS(=O)(=O)C1 (centres undefined)	0.2	-9	-5	7	0	7	1.4	-6	nt
O=C(c1cc(-c2ccccn2)nc2c(Cl)cccc12)N1CCN(C(=O)C2CCCO2)CC1 (centres undefined)	-1.8	7	3	32	-2	21	0.9	-11	26
Cc1cccn2c(=O)c3cc(C(=O)NC4CCCCC4)c(=N)n(CCN4CCOCC4)c3nc12	0.9	-10	-1	-25	nt	4	-0.3	-4	10
O=C(Nc1nc2c(s1)CCCC2)c1cccs1	1.8	32	11	4	2	14	6.0	11	51*[5 µM]
O=C(CCNc1ccc(F)cc1)c1ccco1	-0.2	-12	-6	11	-2	23	0.3	2	9[5 µM]
Cc1nc(SCC(N)=O)[nH]c(=O)c1CCC(C)C	0.1	9	8	-3	9	9	0.6	23	15
CCc1nc(SCC(=O)Nc2c(C)n(C)n(-c3ccccc3)c2=O)n[nH]1	1.3	3	2	23	0	11	-0.4	-2	30
O=C(COc1ccc(S(=O)(=O)N2CCOCC2)cc1)Nc1ccccc1C(F)(F)F	0.5	3	-6	14	-1	7	0.9	31	0
O=C(CSc1nnc(-c2ccncc2)o1)c1ccc2c(c1)OCCO2	1.2	19	1	-26	4	8	1.0	-8	26
Cc1nn(Cc2ccc(F)cc2)c(Cl)c1/C=N/NC(=O)c1cccnc1	-0.2	17	-18	-16	-4	8	0.7	7	29
CCOc1ccccc1NC(=O)COC(=O)c1cc(C(=O)OC)cc([N+](=O)[O-])c1	1.9	6	-16	7	9	5	0.4	-14	12
Cc1snc(S(=O)(=O)/C(C#N)=N/Nc2cccc(C(F)(F)F)c2)c1C#N	-1.2	-3	63	-9	1	13	-1.2	22	24
COc1cc(NC(=O)Cc2ccccc2)ccc1NC(=O)c1ccco1	0.5	-13	-12[fluorescence artefact?]	5	6	8	-0.1	0	-1
Cc1ccc(OCCOC(=O)c2sc(=S)n(C)c2C)cc1	0.9	44	2	-1	13	5	-0.1	-48	3
Nc1nnc(Cc2ccc(Cl)cc2)s1	-0.3	20	-6[fluorescence artefact?]	8	0	10	0.3	-8	10
CC(C)C(=O)Nc1cccc(NC(=O)c2cccc(Br)c2)c1	1.2	15	-9	-13	-1	4	0.7	-11	15
COc1ccc(/C(N)=N/OC(=O)Cc2ccccc2[N+](=O)[O-])cc1	-0.1	7	-3	8	3	17	-1.5	-2	11
O=C(NCc1ccco1)c1ccc(C(=O)NCc2ccco2)s1	-0.6	45	5	-11	0	9	0.8	23	6
O=C(Oc1ccc2c3c(c(=O)oc2c1)CCC3)c1ccco1	0.2	-9	-3	13	6	10	-0.1	-2	6
Cc1cc(C(F)F)n2ncc(C(=O)O)c2n1	1.4	-10	0[fluorescence artefact?]	-4	0	5	0.5	10	9
Cc1ccc(/C(N)=N/OC(=O)c2ccco2)cc1	-1.5	15	-13	11	3	16	1.0	-30	-7
O=C(NCC1CCCO1)c1ccc2c(=O)n(CCc3ccccc3)c(=O)[nH]c2c1 (centres undefined)	1.8	-2	13[fluorescence artefact?]	-3	-3	14	0.9	9	10
O=S1(=O)CCC(NS(=O)(=O)c2cccc3cccnc23)C1 (centres undefined)	0.5	-6	-4	11	3	9	0.8	4	-10
N=c1c(S(=O)(=O)c2ccccc2)cc2c(=O)n3ccccc3nc2n1CC1CCCO1 (centres undefined)	0.5	18	3	20	-1	21	0.2	15	1
O=C(O)CSc1nnc(COc2ccc([N+](=O)[O-])cc2)n1-c1ccccc1	-0.1	-23	14	-14	-3	10	0.8	5	-1
CCn1c(SCC(=O)NC(=O)NC(C)(C)C)nc2ccccc21	-2.0	11	12	-45	4	5	-1.1	-12	-13
O=C(/C=C/c1ccc2c(c1)OCO2)Nc1c(C(=O)O)[nH]c2ccccc12	1.6	6	24[fluorescence artefact?]	1	8	6	0.7	-16	50
Cc1ccc(C(=O)N/C(=C/c2ccc(-c3cccc([N+](=O)[O-])c3)o2)C(=O)NC(C)(C)C)cc1	-2.1	51	5[fluorescence artefact?]	25	11	4	-0.6	-25	11

At a glance, some entries already given.
SMILES	TRPN1 ag	CHOP inhibitor	14-3-3 Bad PPI	EP2 mod	NPY Y1 blocker	EP2 antag	TRPML3 ag	NPY-Y1 PAM-ag	PPC-1+TRAIL kill
Cc1ccc(OCCOC(=O)c2sc(=S)n(C)c2C)cc1	0.9	44	2	-1	13	5	-0.1	-48	3
Nc1nnc(Cc2ccc(Cl)cc2)s1	-0.3	20	-6[fluorescence artefact?]	8	0	10	0.3	-8	10
CC(C)C(=O)Nc1cccc(NC(=O)c2cccc(Br)c2)c1	1.2	15	-9	-13	-1	4	0.7	-11	15
COc1ccc(/C(N)=N/OC(=O)Cc2ccccc2[N+](=O)[O-])cc1	-0.1	7	-3	8	3	17	-1.5	-2	11
O=C(NCc1ccco1)c1ccc(C(=O)NCc2ccco2)s1	-0.6	45	5	-11	0	9	0.8	23	6
O=C(Oc1ccc2c3c(c(=O)oc2c1)CCC3)c1ccco1	0.2	-9	-3	13	6	10	-0.1	-2	6
Cc1cc(C(F)F)n2ncc(C(=O)O)c2n1	1.4	-10	0[fluorescence artefact?]	-4	0	5	0.5	10	9
Cc1ccc(/C(N)=N/OC(=O)c2ccco2)cc1	-1.5	15	-13	11	3	16	1.0	-30	-7
O=C(NCC1CCCO1)c1ccc2c(=O)n(CCc3ccccc3)c(=O)[nH]c2c1 (centres undefined)	1.8	-2	13[fluorescence artefact?]	-3	-3	14	0.9	9	10
O=S1(=O)CCC(NS(=O)(=O)c2cccc3cccnc23)C1 (centres undefined)	0.5	-6	-4	11	3	9	0.8	4	-10
N=c1c(S(=O)(=O)c2ccccc2)cc2c(=O)n3ccccc3nc2n1CC1CCCO1 (centres undefined)	0.5	18	3	20	-1	21	0.2	15	1
O=C(O)CSc1nnc(COc2ccc([N+](=O)[O-])cc2)n1-c1ccccc1	-0.1	-23	14	-14	-3	10	0.8	5	-1

Going on with the list.
SMILES	TRPN1 ag	CHOP inhibitor	14-3-3 Bad PPI	EP2 mod	NPY Y1 blocker	EP2 antag	TRPML3 ag	NPY-Y1 PAM-ag	PPC-1+TRAIL kill
O=C(Nc1cccc(C(F)(F)F)c1)Oc1ccccc1N1CCOCC1	-0.4	-12	2	-38	nt	5	0.4	-12	12
O=C(/C=C/N1CCOCC1)c1cc2ccccc2o1	2.0	-31	-24	17	4	11	1.3	-10	12
CNC(=S)NCCCc1ccccc1	0.2	-10	-13	-3	9	3	0.1	10	9
O=C(CC(=O)N/N=C/c1ccccc1O)NCc1cccnc1	-0.3	16	-3	14	0	5	0.6	13	10
c1cncc(Oc2cccc(Oc3cccnc3)c2)c1	1.0	38	3	-23	0	13	0.3	23	-18
FC(F)(F)c1cccc(Cc2noc(CN3CCC(c4ccncc4)CC3)n2)c1	4.2	26	4	0	-1	3	3.8	2	-1
COc1cccc(-n2c(C)c(C(C)=O)c(C(C)=O)c2C)c1	-1.1	43	0	-3	3	10	0.1	-22	-3
CCc1nc(NCCO)c(C#N)c2c1CCCC2	-0.1	17	-1	10	nt	8	0.6	-4	14
CCOC(=O)CNc1nc(-c2ccncc2)nc2ccccc12	0.4	1	-2	-3	0	13	1.2	8	8
CCOC(=O)c1[nH]c2ccc(Br)cc2c1NC(=O)CCN1CCOCC1	-0.8	22	-12	-23	nt	17	0.9	8	-5
Cc1cccc(-c2noc(CCCC(=O)Nc3ccc(C(N)=O)cc3)n2)c1	0.2	60	-9[fluorescence artefact?]	-30	4	-1	0.7	7	-29
CCN1/C(=C/C(C)=C/c2sc3ccccc3[n+]2CC)Sc2ccccc21	4.2	110*	-138	-255	106*	+	2.7	-12	47
COC(=O)c1cc(Cl)c(NC(=O)/C=C/c2ccc(OC)cc2)cc1OC	1.6	-39	45	32	-1	3	1.2	26	22
CC1C(=O)Nc2ccccc2N1C(=O)C1CC1 (centres undefined)	0.5	12	-6	-7	1	16	0.9	-10	-11
CC(O)C(O)C(O)C(O)/C=N/NC(=O)c1ccccc1 (centres undefined)	0.8	-11	-4[fluorescence artefact?]	16	6	7	-0.1	-4	15
COc1ccc(NC(=S)NCCCN2CCCC2)cc1Cl	0.2	2	7	-27	6	5	0.7	12	4
CCOC(=O)c1ccc(CC(=O)c2ccc(O)cc2O)o1	-0.7	36	-13[fluorescence artefact?]	-6	-3	7	-0.1	34	-8
O=C(NC1CCCCC1)N(C1=NCCCCC1)c1ccc(Br)cc1	0.6	-16	1	46	-1	10	0.6	-20	4
CCOc1ccc(C(=O)NCC(=O)OCc2ccc(F)cc2Cl)cc1	-1.0	18	-4	4	3	4	-1.1	-10	13
